sdo1 growth: restores growth of sdo1-depleted yeast | S. cerevisiae sdo1-depleted JHY4D growth rescue, OD600 30 h; stronger effect = higher value; pdr5 snq2 efflux-pump mutant strain | z-score at 10 µM | 140,000 tested, 0.21% active | AID 817;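 active means z-score above 3 at both the 24 hr and the 30 hr optical density reads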;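 further: z-score against mean and SD of all compound wells on the same plate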
Insulin prom inh: TRM-6 insulin promoter activity inhibition. 130,000 tested, 0.9% active. TRM-6 cells (human fetal islet line), insulin promoter-eGFP reporter, imaging; reporter expression induced with tamoxifen. inhibition, % at 2 µM;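 active means inhibition above the mean plus 3 SD, with well images judged a real hit on visual review, cut at about 60% in these data, passing the limit was not always enough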
sdo1 growth Rescue 24 h: also measured in sdo1 growth; calls as there; z-score; S. cerevisiae sdo1-depleted JHY4D growth rescue, OD600; measured here: growth rescue at 24 h;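 0 is the plate mean of compound wells and units are plate SD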
The depositor's hits bear a star. Not all compounds are listed, so the mix of outcomes need not match the whole.

For O=C(O)C(Oc1ccc2c3c(c(=O)oc2c1)CCC3)c1ccccc1 (stereo not drawn) the results were sdo1 growth 0.06, Insulin prom inh 10.3 and sdo1 growth Rescue 24 h -0.08.
`O=c1cc(N2CCCC2)[nH]c(=O)n1-c1ccc(Cl)cc1` gave sdo1 growth 0.76, Insulin prom inh -125.0 and sdo1 growth Rescue 24 h 0.84.
Screening O=C(N/N=C/c1cc(Br)ccc1O)c1cccc(N2CCCC2=O)c1 returned sdo1 growth 0.94, Insulin prom inh -9.4 and sdo1 growth Rescue 24 h 0.94.
O=C(CNc1ccc(C(F)(F)F)cc1[N+](=O)[O-])OCC(=O)c1ccccc1 was read as sdo1 growth -0.09, Insulin prom inh -21.4 and sdo1 growth Rescue 24 h 0.11.
For CCOc1cc2c(cc1/C=C(/C#N)c1ccc(C(=O)O)cc1)OCO2 the results were Insulin prom inh -31.2.
`O=C(/C=C\NCC(=O)c1ccccc1)c1ccccc1` gave sdo1 growth 0.92, Insulin prom inh 53.3 and sdo1 growth Rescue 24 h 0.08.
Screening CCN(CCCNC(=O)C1CCN(S(=O)(=O)c2cccc3nonc23)CC1)Cc1ccccc1 returned sdo1 growth 1.46, Insulin prom inh -11.1 and sdo1 growth Rescue 24 h 1.27.
Screening CCN1CCN(Cc2ccc(OC)c(OCc3ccccc3)c2)CC1 returned sdo1 growth 0.77, Insulin prom inh -86.2 and sdo1 growth Rescue 24 h 0.43.
`O=S(=O)(c1ccc(Cl)cc1)n1ccc2cccnc21` gave sdo1 growth -1.43, Insulin prom inh 25.0 and sdo1 growth Rescue 24 h -1.11.
For O=C(O)CCC(=O)N(Cc1cccs1)Cc1cccs1 the results were sdo1 growth 0.2, Insulin prom inh 63.3 and sdo1 growth Rescue 24 h -0.03.
For Cc1cc(N)n(-c2ccc(Oc3ccccc3)c(S(=O)(=O)O)c2)n1 the results were Insulin prom inh 16.7.
Screening Cc1ccc(C(=O)N2CCN(C)CC2)cc1S(=O)(=O)N1CCCCC1 returned sdo1 growth 1.06 and sdo1 growth Rescue 24 h 0.34.
Screening COC(=O)c1ccc(NC(=S)NC(=O)c2cc(-c3ccccc3)nc3ccccc23)cc1 returned sdo1 growth 0.09, Insulin prom inh -2.7 and sdo1 growth Rescue 24 h 0.46.
Screening O=C(NCc1cccnc1)C(=O)NCC(c1ccco1)N1CCN(c2ccccc2F)CC1 (stereo not drawn) returned sdo1 growth 0.28, Insulin prom inh -34.5 and sdo1 growth Rescue 24 h -0.07.
For CC(C)C(NC(=O)c1ccccc1)C(=O)OCc1cc([N+](=O)[O-])cc2c1OCOC2 (stereo not drawn) the results were sdo1 growth 0.37 and sdo1 growth Rescue 24 h 1.04.
`Cc1ccc2nc(C)c(C)nc2c1N` gave sdo1 growth 1.7, Insulin prom inh 57.1 and sdo1 growth Rescue 24 h 1.07.
COc1ccccc1N1CCN(C(=O)c2cc(-c3cccs3)on2)CC1 was read as sdo1 growth -1.3, Insulin prom inh -7.7 and sdo1 growth Rescue 24 h -1.48.
Screening CSc1oc(-c2ccc(F)cc2)nc1S(=O)(=O)c1ccccc1 returned sdo1 growth -1.05, Insulin prom inh 73.3 and sdo1 growth Rescue 24 h -1.01.
`CCOC(=O)C1CCN(Cc2c(O)c3ccccc3oc2=O)CC1` gave Insulin prom inh 29.4.
For COc1ccc(CN2CC(C(=O)NCCCN3CCCCCC3)CC2=O)cc1 (stereo not drawn) the results were sdo1 growth 0.88, Insulin prom inh -20.0 and sdo1 growth Rescue 24 h 0.63.

Brought forward from above: 5 compounds, followed by the next part.
`Cc1ccc2nc(C)c(C)nc2c1N` gave sdo1 growth 1.7, Insulin prom inh 57.1 and sdo1 growth Rescue 24 h 1.07.
COc1ccccc1N1CCN(C(=O)c2cc(-c3cccs3)on2)CC1 was read as sdo1 growth -1.3, Insulin prom inh -7.7 and sdo1 growth Rescue 24 h -1.48.
Screening CSc1oc(-c2ccc(F)cc2)nc1S(=O)(=O)c1ccccc1 returned sdo1 growth -1.05, Insulin prom inh 73.3 and sdo1 growth Rescue 24 h -1.01.
`CCOC(=O)C1CCN(Cc2c(O)c3ccccc3oc2=O)CC1` gave Insulin prom inh 29.4.
For COc1ccc(CN2CC(C(=O)NCCCN3CCCCCC3)CC2=O)cc1 (stereo not drawn) the results were sdo1 growth 0.88, Insulin prom inh -20.0 and sdo1 growth Rescue 24 h 0.63.
NC(=O)C1CCN(C(=O)c2ccc3c(=O)n(Cc4ccco4)c(SCC(=O)c4ccccc4)nc3c2)CC1 was read as Insulin prom inh -25.0.
CCn1c(N)c(C(N)=O)sc1=S was read as sdo1 growth 0.42, Insulin prom inh -48.3 and sdo1 growth Rescue 24 h 0.47.
`S=C(NCc1ccc(Cl)cc1)Nc1ccccc1` gave sdo1 growth -0.99, Insulin prom inh -44.4 and sdo1 growth Rescue 24 h 0.5.
For COc1ccc(N2CCN(/C(=N\S(=O)(=O)c3ccc(C)cc3)Nc3nc(C)cc(C)n3)CC2)cc1 the results were sdo1 growth 0.31, Insulin prom inh -62.1 and sdo1 growth Rescue 24 h 0.45.
O=C(Nc1ccc(Cl)cc1)N1CCCN(Cc2ccccc2F)C1 was read as sdo1 growth -0.1, Insulin prom inh 1.4 and sdo1 growth Rescue 24 h -0.82.
CCOC(=O)c1ccc(N/C=C/C(=O)c2ccc(OC)cc2)cc1 was read as sdo1 growth 0.29 and sdo1 growth Rescue 24 h 1.19.
Screening CC(CN1C(C)CCCC1C)OC(=O)c1ccc(Cl)cc1 (stereo not drawn) returned Insulin prom inh -73.3.
NC(=O)C1CCN(CC(=O)N2N=CCC2c2ccccc2)CC1 (stereo not drawn) was read as Insulin prom inh 14.3.
`O=C(c1cccc([N+](=O)[O-])c1)N1CCCN(C(=O)c2cccc([N+](=O)[O-])c2)CC1` gave sdo1 growth -0.52, Insulin prom inh -64.3 and sdo1 growth Rescue 24 h -0.44.
Screening CCOC(=O)/C(=N\Nc1ccc(Cl)cc1)Sc1nnc(-c2ccc(OC)cc2)n1C returned sdo1 growth -0.18, Insulin prom inh -28.6 and sdo1 growth Rescue 24 h 0.46.
Screening CCCOc1ccc(/C=N/NC(=O)C(=O)Nc2ccccn2)cc1 returned sdo1 growth 0.1, Insulin prom inh -3.7 and sdo1 growth Rescue 24 h -0.03.
`CCS(=O)(=O)NCCc1csc(C)n1` gave sdo1 growth -0.41, Insulin prom inh -7.1 and sdo1 growth Rescue 24 h -1.44.
Screening Cc1cc(NC(=O)COC(=O)c2c(C)nn(-c3ccccc3)c2C)no1 returned sdo1 growth -0.27 and sdo1 growth Rescue 24 h -0.68.
O=C(N/N=C1/CCCc2ccccc21)C(c1ccccc1)c1ccccc1 was read as sdo1 growth -0.06 and sdo1 growth Rescue 24 h 0.53.
O=c1cc2[nH]c3ccccc3c(=O)n2nc1-c1ccccc1 was read as sdo1 growth 0.85, Insulin prom inh 47.8 and sdo1 growth Rescue 24 h 0.13.
For COc1cccc(-c2nnc3n2N=C(c2cccc(Br)c2)CS3)c1 the results were sdo1 growth -0.58 and sdo1 growth Rescue 24 h 0.3.
`CSc1nc(N)c2c3c(sc2n1)COC(C(C)C)C3` (stereo not drawn) gave sdo1 growth 0.1, Insulin prom inh -6.7 and sdo1 growth Rescue 24 h 0.86.
For Cc1ccc(Cn2nnc3c(=O)n(CC(=O)NCC4CCCO4)cnc32)cc1 (stereo not drawn) the results were sdo1 growth 0.39 and sdo1 growth Rescue 24 h 0.49.
For COc1ccc(OCCSc2nc3ccccc3c(=O)[nH]2)cc1 the results were sdo1 growth 0.24 and sdo1 growth Rescue 24 h 0.79.
`COc1ccc(-c2cc(C(F)(F)F)nc(-n3cc(Cl)cn3)n2)cc1` gave sdo1 growth -2.4, Insulin prom inh 11.5 and sdo1 growth Rescue 24 h -1.71.
`CC(C)c1c(O)nc(SCc2ccccc2)[nH]c1=O` gave sdo1 growth -0.34 and sdo1 growth Rescue 24 h -0.24.
Screening C[N+]1(CCC(=O)c2ccccc2)CCCCC1 returned sdo1 growth -0.23, Insulin prom inh 64.3* and sdo1 growth Rescue 24 h -0.93.
Screening O=C(NCC1CCCO1)C(c1ccncc1)N(Cc1cccs1)C(=O)Cn1nnc(-c2ccc(F)cc2)n1 (stereo not drawn) returned Insulin prom inh 18.5.
Screening CC(NC(=O)c1ccc(N(C)C)cc1)C(c1cccs1)N1CCN(C)CC1 (stereo not drawn) returned sdo1 growth 0.42, Insulin prom inh -300.0 and sdo1 growth Rescue 24 h -0.33.
For CCCC(CCC)C(=O)NCCN1CCOCC1 the results were sdo1 growth 0.26, Insulin prom inh 32.3 and sdo1 growth Rescue 24 h 0.31.
For CC(C)CCN1CCN(Cc2nc3ccccc3s2)CC1CCO (stereo not drawn) the results were Insulin prom inh -6.7.
`FC(F)(F)c1nnc2ccc(-n3ccnc3)nn12` gave sdo1 growth 0.99 and sdo1 growth Rescue 24 h 0.69.
CC(C)c1nnc(SCC(=O)NCCC2=CCCCC2)n1N was read as sdo1 growth 0.6, Insulin prom inh -42.9 and sdo1 growth Rescue 24 h 0.61.
Screening COc1ccc(C(C)=O)cc1CSc1nnc(Nc2ccccc2C)s1 returned sdo1 growth -1.43, Insulin prom inh 0.0 and sdo1 growth Rescue 24 h -1.5.
For CCc1cccc(N(CC(=O)NCc2ccc(F)cc2)C(=O)c2csnn2)c1 the results were Insulin prom inh -50.0.
For CCCn1c(C)cc(C(=O)COc2ccc(C)nc2[N+](=O)[O-])c1C the results were sdo1 growth 0.53 and sdo1 growth Rescue 24 h 0.63.
`CC1(C)N=C(N)N=C(N)N1c1ccc(C(=O)O)cc1` gave sdo1 growth 0.6, Insulin prom inh 16.4 and sdo1 growth Rescue 24 h 0.89.
CCCOc1ccc(/C=N/NC(=O)C2CCCN2S(=O)(=O)c2ccc(Cl)cc2)cc1 (stereo not drawn) was read as sdo1 growth -0.29, Insulin prom inh -8.1 and sdo1 growth Rescue 24 h -0.95.
Screening COc1ccc(N(CC(=O)N2CCc3ccccc3C2)S(C)(=O)=O)cc1OC returned sdo1 growth 0.52, Insulin prom inh -40.0 and sdo1 growth Rescue 24 h 0.6.
Screening O=C(OCCCN1C(=O)c2ccccc2C1=O)c1ccco1 returned sdo1 growth -0.14, Insulin prom inh -37.8 and sdo1 growth Rescue 24 h -0.59.
`COc1ccc(NC(=S)N2CCN(Cc3ccco3)CC2)c(OC)c1` gave sdo1 growth 0.71 and sdo1 growth Rescue 24 h -0.09.
Screening CC(=O)c1c(C)[nH]c(C(=O)CSc2nnc(-c3ccco3)n2Cc2ccccc2)c1C returned sdo1 growth 0.08 and sdo1 growth Rescue 24 h 0.11.
Screening Cc1cc(NS(=O)(=O)c2ccc(Nc3nc(-c4ccc(C)c(C)c4)cs3)cc2)no1 returned sdo1 growth -0.02, Insulin prom inh 31.2 and sdo1 growth Rescue 24 h -0.2.
For COc1ccc(Cl)cc1C(=O)NCC(c1ccco1)N1CCCC1 (stereo not drawn) the results were sdo1 growth 0.07, Insulin prom inh -244.0 and sdo1 growth Rescue 24 h 0.18.
`CCC1=NN2C(=N)/C(=C\c3cccn3-c3ccc(C)c(C)c3)C(=O)N=C2S1` gave Insulin prom inh 0.0.

Continued; it opens with the five that closed the last part.
`COc1ccc(NC(=S)N2CCN(Cc3ccco3)CC2)c(OC)c1` gave sdo1 growth 0.71 and sdo1 growth Rescue 24 h -0.09.
Screening CC(=O)c1c(C)[nH]c(C(=O)CSc2nnc(-c3ccco3)n2Cc2ccccc2)c1C returned sdo1 growth 0.08 and sdo1 growth Rescue 24 h 0.11.
Screening Cc1cc(NS(=O)(=O)c2ccc(Nc3nc(-c4ccc(C)c(C)c4)cs3)cc2)no1 returned sdo1 growth -0.02, Insulin prom inh 31.2 and sdo1 growth Rescue 24 h -0.2.
For COc1ccc(Cl)cc1C(=O)NCC(c1ccco1)N1CCCC1 (stereo not drawn) the results were sdo1 growth 0.07, Insulin prom inh -244.0 and sdo1 growth Rescue 24 h 0.18.
`CCC1=NN2C(=N)/C(=C\c3cccn3-c3ccc(C)c(C)c3)C(=O)N=C2S1` gave Insulin prom inh 0.0.
`C=CCn1c(=S)[nH]c2ccc(Br)cc2c1=O` gave sdo1 growth -1.39, Insulin prom inh 13.2 and sdo1 growth Rescue 24 h -0.46.
N#Cc1ccc(OCC(=O)OCC(=O)NCCC2=CCCCC2)cc1 was read as sdo1 growth 0.64 and sdo1 growth Rescue 24 h -0.11.
COC(=O)c1ccc(NC(=O)c2cn(-c3ccccc3)nc2-c2ccncc2)cc1 was read as sdo1 growth -1.97, Insulin prom inh -110.0 and sdo1 growth Rescue 24 h -1.09.
Screening O=C(NCc1ccco1)c1cccc(NC(=O)c2ccccc2)c1 returned sdo1 growth 0.34, Insulin prom inh -38.7 and sdo1 growth Rescue 24 h -0.28.
For O=c1cc(O)n(-c2ccc(Cl)cc2)c(=S)[nH]1 the results were sdo1 growth 1.6 and sdo1 growth Rescue 24 h 2.34.
Cc1ccc(CC(=O)O/N=C(\N)Cc2ccc([N+](=O)[O-])cc2)cc1 was read as sdo1 growth -1.56, Insulin prom inh -14.8 and sdo1 growth Rescue 24 h -1.41.
`CC(=O)Nc1c(C(=O)c2ccccc2)oc2ccccc12` gave sdo1 growth -0.26, Insulin prom inh 71.4* and sdo1 growth Rescue 24 h -0.2.
